Assay outcomes: PubChem, several laboratories
zVAD death inh – inhibitors of zVAD-triggered necroptosis, primary screen, L929 cells. L929 zVAD necroptosis rescue, ATP luminescence, 24 h; with zVAD 60 µM. viability rescue, % at 10 µM. 0.38% of 220,000 active. AID 1377, 2008;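 active means activation, scaled between plate controls, above about 75%, limit read from the data; inactive means activation under that limit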;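 further: 0% = zVAD with DMSO and 100% = DMSO alone without zVAD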
TNF death inh – inhibitors of TNF-alpha triggered necroptosis, primary screen, cell-based, Jurkat FADD-/-, single concentration | 0.068% of 220,000 active | activation (protection from cell death), % at 10 µM | AID 463075, 2010 | Jurkat FADD-/- TNF necroptosis rescue, ATP luminescence, 24 h; 0 = TNF only, 100 = no-TNF cells;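 active means activation, meaning protection from cell death, of at least 50% relative to plate controls; inactive means activation below 50%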;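 further: necroptosis triggered by 40 ng/mL TNF-alpha added together with compound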
EP2 antag – human EP2 receptor antagonists, primary screen, TR-FRET cAMP, C6 glioma cells; C6 glioma cells expressing human EP2; cells stimulated with saturating PGE2; Prostaglandin E2 receptor EP2 subtype (Homo sapiens), P43116; AID 1422, 2008; 0.52% of 260,000 active; inhibition, % at 25 µM;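 active means percent inhibition above 40 after rounding to a whole number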;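 further: rat C6 glioma host cells with rolipram phosphodiesterase inhibitor present; the protocol text gives 20 µM as final concentration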
Target sequence (P43116 whole entry, looked up): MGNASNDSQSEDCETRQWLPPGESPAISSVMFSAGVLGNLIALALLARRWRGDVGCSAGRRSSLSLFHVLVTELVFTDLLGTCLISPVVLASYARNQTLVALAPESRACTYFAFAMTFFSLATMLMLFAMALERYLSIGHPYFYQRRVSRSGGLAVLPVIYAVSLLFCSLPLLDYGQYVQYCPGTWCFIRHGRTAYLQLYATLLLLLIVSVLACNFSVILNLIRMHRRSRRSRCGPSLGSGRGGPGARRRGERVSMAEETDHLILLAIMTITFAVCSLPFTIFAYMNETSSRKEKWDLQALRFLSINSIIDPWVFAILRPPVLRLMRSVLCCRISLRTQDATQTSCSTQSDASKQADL
CHOP inhibitor – inhibitors of CHOP promoter induction, primary screen, cell-based, unfolded protein response, luciferase reporter. CHO-K1 CHOP-promoter luciferase, tunicamycin-induced, 15-18 h. inhibition, % at 10 µM. 3.8% of 220,000 active. AID 2732, 2010;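 active means compounds that reduced the stress-induced luciferase reporter signal by more than about 70% of percent inhibition, limit read from the data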;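 further: 0% = tunicamycin plus vehicle and 100% = wells without tunicamycin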
Wee1 stabilizer – Wee1 degradation inhibitors, primary screen, cell-based, HeLa, Wee1K328M-luciferase, luminescence. Wee1-like protein kinase (Homo sapiens), P30291. HeLa Luc-Wee1K328M stability; 100% = proteasome inhibitor MG132 effect. reporter increase, % at 5 µM. 1.2% of 220,000 active. AID 1321, 2008;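 active means activation above the mean of all tested compounds plus 3 SD, set per screening run, cut at about 8.8% in these data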;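 further: cells exposed to compound for 20 h before luminescence read; 0% = DMSO alone and 100% = MG132 at 30 µM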
FXIIa inh 1536 – human FXIIa protease inhibitors, primary screen, biochemical, 1536-well; Coagulation factor XII (Homo sapiens), P00748; purified FXIIa, Boc-QGR-AMC fluorogenic substrate, 2 h; inhibition, % at 5 µM; 0.3% of 220,000 active; AID 800, 2007; in the data active means inhibition above about 40%;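 further: 0% = enzyme with no compound and 100% = blank without enzyme; many of its hits are not listed in these tables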
PPC-1+TRAIL kill – compounds killing PPC-1 cancer cells with TRAIL present, primary screen, TRAIL potentiator project, ATPLite luminescence, uHTS. PPC-1 cells + TRAIL, ATPLite viability luminescence. cell killing (% activity), % at 4 µM. 0.41% of 220,000 active;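 active means cell killing above 50% in the first pass at 4 µM, then a duplicate retest at 5 µM averaging 50% or more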;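 further: plate controls were cells with TRAIL plus DMSO for no effect and medium-only wells lacking cells for full effect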
Tb hexokinase – Trypanosoma brucei hexokinase 1 inhibitors, primary screen, biochemical, G6PDH-coupled NADH absorbance, MLSCN library; hexokinase 1 [Trypanosoma brucei]; inhibition, % at 10 µM; recombinant TbHK1, G6PDH-coupled NADH A340; 0.11% of 220,000 active;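 active means inhibition of 50% or more in the single-dose primary screen; inactive means inhibition below 50%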
FXIa inh – human FXIa protease inhibitors, primary screen, biochemical, 1536-well | 0.14% of 220,000 active | AID 798, 2007 | Coagulation factor XI (Homo sapiens), P03951 | purified FXIa, Boc-Glu-Ala-Arg-AMC fluorogenic substrate | inhibition, % at 5 µM;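 active means inhibition of at least 40%; inactive means inhibition below 40%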;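 further: fluorescence of freed AMC excited at 355 nm; 0% = enzyme without compound and 100% = no enzyme blank; many of its hits are not listed in these tables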
Target sequence (P03951 19-387 limits assumed): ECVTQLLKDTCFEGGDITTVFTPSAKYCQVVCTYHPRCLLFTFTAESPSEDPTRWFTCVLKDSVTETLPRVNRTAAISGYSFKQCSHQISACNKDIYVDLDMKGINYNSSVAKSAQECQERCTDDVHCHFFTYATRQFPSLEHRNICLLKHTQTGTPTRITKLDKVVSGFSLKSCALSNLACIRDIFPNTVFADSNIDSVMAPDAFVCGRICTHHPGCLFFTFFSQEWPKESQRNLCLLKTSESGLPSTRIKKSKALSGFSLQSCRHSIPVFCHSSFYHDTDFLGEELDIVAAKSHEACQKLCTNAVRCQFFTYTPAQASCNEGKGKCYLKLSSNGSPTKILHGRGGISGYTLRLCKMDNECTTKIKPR
Target sequence (P03951 388-625 limits assumed): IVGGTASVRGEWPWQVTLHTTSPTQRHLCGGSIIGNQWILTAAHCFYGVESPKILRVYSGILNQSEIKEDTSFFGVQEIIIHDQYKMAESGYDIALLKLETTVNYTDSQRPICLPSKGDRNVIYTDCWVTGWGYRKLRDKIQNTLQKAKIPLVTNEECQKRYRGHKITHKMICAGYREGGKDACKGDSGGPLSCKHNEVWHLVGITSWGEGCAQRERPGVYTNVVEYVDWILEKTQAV
* marks the source's active call; other numbers are inactive results; . = no result given; & = joins results of further samples; [ ] = dose if it differs, or a comment. These rows are one share of the data; the hit share may differ from the screen's.

SMILES	zVAD death inh	TNF death inh	EP2 antag	CHOP inhibitor	Wee1 stabilizer	FXIIa inh 1536	PPC-1+TRAIL kill	Tb hexokinase	FXIa inh
Nc1cccc(/C=C/c2ccncc2)c1	0.1	-10	5	2	4	7	1	-24	-1
CC1=CC(C)(C)N(C(=O)C(C)N2C(=O)c3ccccc3C2=O)c2ccc(C)cc21 (stereo not given)	-0.6	-0.6	27	22	0	13	18	-9	0
O=[N+]([O-])c1cccnc1N1CCN(c2ccccc2F)CC1	0.1	-2.9	3	53	-1	4	-1	-2	1
CCCSc1nsc(NC(=O)CC)n1	0.3	-0.6	5	-18	4	15	-4	-4	3
COc1cc2ccccc2cc1C(=O)N1CCN(C)CC1	-0.2	0.6	1	17	-2	1	25	-7	5
CC(=O)Nc1cccc(Nc2nc(-c3ccccc3)nc3ccccc23)c1	3.0	1.5	11	30	8	12	4	-17	4
O=C(Cn1c(NCCCO)nc2ccccc21)c1ccco1	1.0	0.6	8	25	-1	18	0	0	4
CCC(=O)NC(Cc1ccccc1)c1ccc2c(c1)OCCCO2 (stereo not given)	0.5	-0.7	3	-6	2	1	18	-6	-1
O=C(Nc1ccc(F)cc1)C(=O)C1C(=O)Nc2ccccc21 (stereo not given)	0.7	3.4	14	-1	1	8	6	-27	3
Cc1nn(-c2cccc(C(F)(F)F)c2)c(=O)c2noc(C)c12	0.5	0.0	11	1	-2	5	-1	-12	5
Cc1cc(C)n2nc(C(=O)Nc3ccc(S(=O)(=O)N4CCCC4)cc3)nc2n1	0.6	0.7	7	17	2	3	12	-2	-2
COc1ccccc1C/C(N)=N/OC(=O)c1ccc(C)c([N+](=O)[O-])c1	-0.2	-3.1	6	28	-3	5	3	3	10
Cc1c([N+](=O)[O-])cc(C(=O)N2CCOCC2)cc1[N+](=O)[O-]	0.8	0.6	4	-17	1	18	25	28	8
CN(C)CCCN(C(=O)c1ccc2c(c1)CCCC2)c1nc2c(F)cccc2s1	-0.1	4.8	6	64	-3	8	5	12	1
CCOC(=O)c1[nH]cnc1C(=O)Nc1ccccc1	0.4	0.9	2	31	-2	4	-1	-1	-3
COc1ccc(CC(=O)NC2CCN(Cc3nnnn3C(C)(C)C)CC2)cc1OC	0.2	1.4	3	-10	-1	10	8	7	3
COc1cccc(NC(=O)C(Sc2nnc3ccccn23)c2ccccc2)c1 (stereo not given)	0.2	1.3	6	36	-2	10	4	7	3
O=C(N/N=C/C(Cl)=C/c1ccccc1)c1ccncc1	-0.7	-3.7	7	3	-2	8	13	-43	-3
CC(C)(C)C(=O)C(CO)(Oc1ccc(Cl)cc1)n1cncn1 (stereo not given)	2.4	1.5	10	24	1	13	-4	-1	0
O=C(C(c1ccccc1)c1ccccc1)N1CCN(Cc2ccco2)CC1	-1.0	-1.3	9	10	2	7	22	4	6
CCCC1C2C(=O)N(c3ccccc3)C(=O)C2ON1c1ccccc1 (stereo not given)	0.4	0.7	6	-2	-1	14	14	-5	5
O=C(Nc1ccc([N+](=O)[O-])cn1)c1cc(-c2cccc(Br)c2)nc2ccccc12	0.1	6.3	3	27	-1	-1	16	2	-6
CCOC(=O)c1ccc2nc(C)c(C)nc2c1	0.0	0.4	1	-7	-3	13	-6	-11	3
Cc1cccc(-n2nnnc2SCC(=O)NCC2CCCO2)c1 (stereo not given)	-0.3	0.3	7	18	0	3	-1	-14	-4
O=C(NNS(=O)(=O)c1ccc(Br)cc1)C1CCCCC1	0.7	1.5	8	10	1	3	1	-2	-3
SMILES	zVAD death inh	TNF death inh	EP2 antag	CHOP inhibitor	Wee1 stabilizer	FXIIa inh 1536	PPC-1+TRAIL kill	Tb hexokinase	FXIa inh
CC(=O)c1ccc(OC2OCCOC2Oc2ccc(C(C)=O)cc2)cc1 (stereo not given)	0.3	2.1	8	27	-1	5	-2	-3	-2
CCn1c(C)nc2cc(C(=O)NNS(=O)(=O)c3c(C)c(C)cc(C)c3C)ccc21	0.8	1.0	5	-24	-2	18	22	6	3
CCc1nc2scc(-c3ccc(C)cc3)c2c(=O)n1N	.	-2.2	3	18	-1	8	-17	5	11
COc1ccc2c(c1)c(N=O)c(O)n2C	0.9	-3.4	13	23	-1	-7	-22	-12	-1
CC1CCCCN1CCNC(=O)Cn1nc(-c2ccccc2)ccc1=O (stereo not given)	-0.4	-0.4	8	-14	3	6	-3	-1	-1
CS(=O)(=O)NCCSc1cc(C(F)(F)F)nc2ccccc12	0.6	-1.2	1	16	-3	6	24	-15	-5
O=C1CC(N2CCN(c3ccc(F)cc3)CC2)C(=O)N1Cc1ccc(N2CCCC2=O)cc1 (stereo not given)	0.0	-1.7	11	-3	0	11	14[5 µM]	2	0
CCc1ccc(N/C(SCc2ccccc2C)=C(/C#N)C(=O)NCc2ccco2)cc1	0.3	-3.5	5	24	2	14	24	0	2
Cn1c(=O)c2cc(S(=O)(=O)NCCC(=O)NC3CCCCCC3)ccc2n(C)c1=O	0.8	-1.1	9	56	0	-6	20	-10	0
Cc1ccccc1OCC(=O)NCC(=O)OCC(=O)c1ccc2ccccc2c1	-0.1	-2.1	11	41	-1	15	-15	0	-12
Cc1c2cnn(-c3ccccc3)c(=O)c2c(C)n1CCCC(=O)N1CCN(C2CCCCC2)CC1	-0.5	6.7	9	-53	-1	7	0	-9	-3
C#CCn1c(S(=O)(=O)Cc2ccc(OC)cc2)nc(-c2ccccc2)c1-c1ccccc1	0.0	-4.5	-1	11	-1	17	-2	-2	2
O=C(CSc1nnc(Cc2csc(Nc3cccc(Cl)c3)n2)o1)N1CCc2ccccc21	0.1	-8.9	4	89*	-3	16	14	-11	-17
COCCN1C(=O)N[C@@H](c2cccc(F)c2)C(C(=O)OC)=C1C	-1.2	0.5	16	21	.	4	-2	-1	-3
COc1ccc(NS(=O)(=O)c2ccc3oc(SC4CCOC4=O)nc3c2)cc1 (stereo not given)	0.2	1.2	14	40	-2	-9	49	4	-3
COc1cc2c(C(=O)OCCN(C)C)c(CSc3ccccc3)n(C)c2cc1Br	-0.2	1.8	13	39	10*	14	-1	8	7
COc1cccc(C(=O)Nc2cccnc2)c1	-0.4	-0.5	.	35	3	14	19	-6	1
C=CCSc1ccsc1C(=O)O	0.1	-1.5	14	-3	-3	13	22	3	4
COc1ccc(CCN(C(=O)C(F)(F)F)C(C(=O)NC2CCCC2)c2cccs2)cc1OC (stereo not given)	0.0	-7.7	5	40	-1	12	-11	-5	15
Cn1cccc1Cc1nnc(SCC(=O)NCCc2ccccc2)n1C	0.0	1.3	2	21	-1	5	4	-5	1
CCCn1c(SCC(=O)c2ccc(OC)c(OC)c2)nc2c1c(=O)n(C)c(=O)n2C	-0.7	-2.8	9&5	2	-3	13	27	-17	6
CCOc1cc(/C=N/Nc2ncnc(Cl)c2N)ccc1O	5.9	7.3	6	10	2	9	32	-27	4
COC(=O)C1=C(C)N(Cc2ccccc2)C(=O)N[C@H]1c1cccs1	0.4	0.2	4	8	.	6	10	-10	2
O=C(OCc1nnc(-c2ccccc2)o1)c1ccc(S(=O)(=O)NCc2ccco2)cc1	0.0	-2.1	16	0	1	-1	-1	8	-7
CSCCc1nc(SCC(=O)Nc2nnc(C)s2)[nH]c1C	-0.3	-1.7	7	14	0	14	6	2	-3

Quoted from the listing.
In zVAD death inh, `C=CCSc1ccsc1C(=O)O` reads 0.1
In Tb hexokinase, `COCCN1C(=O)N[C@@H](c2cccc(F)c2)C(C(=O)OC)=C1C` reads -1

(cont.)
SMILES	zVAD death inh	TNF death inh	EP2 antag	CHOP inhibitor	Wee1 stabilizer	FXIIa inh 1536	PPC-1+TRAIL kill	Tb hexokinase	FXIa inh
Cc1ccc(NC(=O)c2sccc2C)cc1[N+](=O)[O-]	0.7	1.8	5	-11	0	1	-4	22	-8
O=C(c1ccc2c(c1)OCO2)N1CCCc2ccccc21	0.1	-0.4	1	8	-1	19	27	3	2
CC(C)(C)OC(=O)[C@H](Cc1ccccc1)NC(=O)c1nc[nH]c1C(=O)N[C@@H](Cc1ccccc1)C(=O)OC(C)(C)C	-0.6	1.2	10	31	.	10	11	-7	4
CCOc1ccc(OCCn2c(=S)[nH]c3c(N)ncnc32)cc1	4.9	0.3	7	-1	-2	-1	0	2	2
Cc1ccc2c(c1)C1CN(C)CCC1N2C(=O)c1ccccc1NS(=O)(=O)c1ccc(F)cc1C (stereo not given)	0.3	0.4	9	14	-2	13	21	0	4
COc1ccccc1N1CCN(Cc2ccc(O)c3ncccc23)CC1	6.1	-21	9	102*	0	15	31	16	6
C=CCN1CCN(c2ccncc2S(=O)(=O)N2CCOCC2)CC1	-0.8	0.7	12	6	-2	9	8	-10	-8
COc1cc(C(=O)O/N=C(\N)c2cccc([N+](=O)[O-])c2)cc(OC)c1OC	-0.3	0.6	1	3	2	10	15	-12	1
COCC(=O)N1CCCN(c2nc3c(C)cccc3cc2C#N)CC1	0.2	-0.5	9&13	33	2	12	6	-9	-1
CCn1nc(C)c(CNC(=O)CC2C(=O)NCCN2CC(C)(C)C)c1C (stereo not given)	1.2	0.4	6	12	3	8	-6	-3	2

Entries above that have fluorine:
SMILES	zVAD death inh	TNF death inh	EP2 antag	CHOP inhibitor	Wee1 stabilizer	FXIIa inh 1536	PPC-1+TRAIL kill	Tb hexokinase	FXIa inh
O=[N+]([O-])c1cccnc1N1CCN(c2ccccc2F)CC1	0.1	-2.9	3	53	-1	4	-1	-2	1
O=C(Nc1ccc(F)cc1)C(=O)C1C(=O)Nc2ccccc21 (stereo not given)	0.7	3.4	14	-1	1	8	6	-27	3
Cc1nn(-c2cccc(C(F)(F)F)c2)c(=O)c2noc(C)c12	0.5	0.0	11	1	-2	5	-1	-12	5
CN(C)CCCN(C(=O)c1ccc2c(c1)CCCC2)c1nc2c(F)cccc2s1	-0.1	4.8	6	64	-3	8	5	12	1
CS(=O)(=O)NCCSc1cc(C(F)(F)F)nc2ccccc12	0.6	-1.2	1	16	-3	6	24	-15	-5
O=C1CC(N2CCN(c3ccc(F)cc3)CC2)C(=O)N1Cc1ccc(N2CCCC2=O)cc1 (stereo not given)	0.0	-1.7	11	-3	0	11	14[5 µM]	2	0
COCCN1C(=O)N[C@@H](c2cccc(F)c2)C(C(=O)OC)=C1C	-1.2	0.5	16	21	.	4	-2	-1	-3
COc1ccc(CCN(C(=O)C(F)(F)F)C(C(=O)NC2CCCC2)c2cccs2)cc1OC (stereo not given)	0.0	-7.7	5	40	-1	12	-11	-5	15
Cc1ccc2c(c1)C1CN(C)CCC1N2C(=O)c1ccccc1NS(=O)(=O)c1ccc(F)cc1C (stereo not given)	0.3	0.4	9	14	-2	13	21	0	4
